RBX1-CUL1 inh – inhibitors of human ROC1-CUL1 ubiquitin ligase activity; AID 1347404, 2020; 140,000 compounds, 0.6% hits; inhibition, % at 10 µM; in vitro K48 di-Ub FRET, acceptor:donor ratio, 45 min; E3 ubiquitin-protein ligase RBX1 (Homo sapiens) + Cullin-1 (Homo sapiens), P62877+Q13616; in the data active means inhibition above about 25%
Target sequence (P62877 whole entry, looked up): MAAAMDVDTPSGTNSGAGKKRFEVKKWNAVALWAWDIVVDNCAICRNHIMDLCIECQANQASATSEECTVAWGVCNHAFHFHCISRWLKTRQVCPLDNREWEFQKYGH
Target sequence (Q13616 whole entry, looked up): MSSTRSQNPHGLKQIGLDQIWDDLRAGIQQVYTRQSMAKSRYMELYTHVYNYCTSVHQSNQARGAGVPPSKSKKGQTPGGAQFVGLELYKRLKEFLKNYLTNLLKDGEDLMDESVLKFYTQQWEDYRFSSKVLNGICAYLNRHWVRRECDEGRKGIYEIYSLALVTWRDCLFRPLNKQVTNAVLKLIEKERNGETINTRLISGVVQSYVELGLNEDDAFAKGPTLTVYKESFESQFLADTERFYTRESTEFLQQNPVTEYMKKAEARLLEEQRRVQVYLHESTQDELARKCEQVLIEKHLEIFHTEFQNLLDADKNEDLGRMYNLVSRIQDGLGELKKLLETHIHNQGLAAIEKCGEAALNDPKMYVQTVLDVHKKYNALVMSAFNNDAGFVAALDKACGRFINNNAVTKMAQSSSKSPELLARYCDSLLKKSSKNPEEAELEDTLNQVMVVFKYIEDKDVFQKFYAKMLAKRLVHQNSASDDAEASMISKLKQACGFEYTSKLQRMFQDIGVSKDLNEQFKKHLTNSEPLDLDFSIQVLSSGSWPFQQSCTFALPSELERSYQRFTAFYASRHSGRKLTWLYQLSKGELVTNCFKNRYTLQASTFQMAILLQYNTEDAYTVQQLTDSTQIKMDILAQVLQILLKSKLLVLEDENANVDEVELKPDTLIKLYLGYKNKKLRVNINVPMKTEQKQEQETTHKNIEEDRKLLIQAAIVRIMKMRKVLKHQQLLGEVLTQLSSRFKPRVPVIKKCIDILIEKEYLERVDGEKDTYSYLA
Numbers without * were called inactive.

SMILES	RBX1-CUL1 inh
COc1ccc(-c2cnnc(NCCc3cccnc3)n2)cc1	-1
CC(=O)N1CCC(=NNC(=O)c2cccs2)CC1	-2
Cc1cccc(N2CCN(CCCNc3ncnc4onc(-c5ccc(F)cc5)c34)CC2C)c1 (stereo not given)	10
COC(=O)C1C2CCC(C(C)CCCC(C)C)[C@@]2(C)CCC1[C@@]1(C)CCC(OC(C)(C)C)CC1=O (stereo not given in full)	5
C=CCOc1ccc(CNC2CCCCC2)cc1OC	8
CO[C@H]1[C@H](NC(=O)Cc2cccs2)c2ccccc2C12CCN(Cc1c(F)cccc1F)CC2	9
N#CC1=c2s/c(=C\c3cccs3)c(=O)n2C(=N)C(C#N)C1c1cccs1 (stereo not given)	6
O=c1c2ccccc2n(Cc2cccc(C(F)(F)F)c2)c2ccccc12	-7
CCOc1cc(OCC)cc(C(=O)Nc2cccc(-c3nc4ccccc4[nH]3)c2)c1	-3
CCC1CN(C(=O)Nc2cccc3c2CCCC3)c2ccccc2O1 (stereo not given)	-8
O=CC12C3C4C(C5C1C3C5(Br)C41OCCO1)C21OCCO1 (stereo not given)	3
CCCCc1nn2c(=O)cc(COC(=O)c3cccc(NC(=O)c4cccc(Cl)c4)c3)nc2s1	3
COc1ccc2ccc3c4ccccc4c(OC)cc3c2c1	1
COc1ccccc1CNS(=O)(=O)c1c(C)nc2scc(C)n2c1=O	9
COC(=O)c1cnn(-c2cc(Oc3ccccc3C)ncn2)c1N	-5
Cc1cc(SC#N)ccc1NC(=O)C12CC3CC(CC(C3)C1)C2	7
CC(C)(C)c1ccc(C(=O)NCC(c2cccnc2)N2CCc3ccccc3C2)cc1 (stereo not given)	4
CCOC(=O)c1cccc(NC(=O)C2CCCCC2)c1	1
COc1ccc(-c2c(C#N)c(N)nc3c2CCCCC3)c(OC)c1	-3
Cc1cccc(C)c1C1=C(OC(=O)C(C)(C)C)c2ccccc2C1=O	0
COc1ccc(C(=O)Nc2ccc3oc(-c4cccc5c(Br)cccc45)nc3c2)cc1	3
CSc1nc(C(=O)N(C)C2CCCN(Cc3ccccc3F)C2)cs1 (stereo not given)	-1
COC(=O)c1c(C(=O)OC)c2c(C)c(C)sc2c2sc(C)c(C)c12	-7
CSc1nc2ccccc2n1C(=O)Oc1ccccc1	8
CCCS(=O)(=O)N1CC(=O)N(c2ccc(C)c(Cl)c2)C(C)(C(=O)NC2CCCCCC2)C1 (stereo not given)	-4

Brought forward from above: 2 compounds; new compounds follow.
SMILES	RBX1-CUL1 inh
CSc1nc2ccccc2n1C(=O)Oc1ccccc1	8
CCCS(=O)(=O)N1CC(=O)N(c2ccc(C)c(Cl)c2)C(C)(C(=O)NC2CCCCCC2)C1 (stereo not given)	-4
O=C(CCC1(Cc2cccs2)CCC(=O)N1)NCc1csc(-c2ccccc2)n1 (stereo not given)	0
Cc1cccc(Oc2cc(-n3ncc4c3CCCC4=O)ncn2)c1	6
O=C(Nc1sc2c(c1CN1CCCCC1)CCCC2)c1ccccc1	13
CCCCOC(=O)c1ccc(N2C(=O)CC(N3CCN(C)CC3)C2=O)cc1 (stereo not given)	5
Cc1cccc(-c2nc(SCC3=Nc4cc(C)cc(C)c4C(=O)C3)n[nH]2)c1	6
CCCOc1cc(N(CC)CC)ccc1/C=C1/C(=O)NN(c2ccccc2)C1=O	-3
COc1cc2nc(N(C)C)c(CNC3CCCCCC3)cc2c(OC)c1OC	3
Cc1ncsc1CCC(=O)NCC1CCN(c2cnn(C)c(=O)c2)C1 (stereo not given)	6
C=CCN1C(=S)N(c2ccccc2)C(=Nc2ccccc2)C1=Nc1ccccc1	-10
Cc1ccc(N=Cc2ccc(Cl)c([N+](=O)[O-])c2)cc1F	-5
N#Cc1cccc(NC(=O)C2CCN(c3ncccn3)CC2)c1	2
CCOC(=O)c1cnc2c(C)cc(C)cc2c1NCCc1ccc(OC)c(OC)c1	5
CN(C)S(=O)(=O)N(CC(=O)NCCSc1ccccc1)c1ccccc1	12
CCN(CC)S(=O)(=O)c1cc(C(C)C)ccc1OC	5
Cc1ccc(C)c(NC(=O)C(F)(F)F)c1	-7
COc1ccc(-c2ccc3c(N)c(C(=O)Nc4cc(C)ccc4C)sc3n2)cc1	-1
Cc1cccc(NC(=O)NC(=O)C(F)(F)F)c1	9
COC(=O)N(C(=O)OC(C)(C)C)c1ccccc1Br	6
COC(=O)CNC(=O)N1CCN(S(=O)(=O)c2ccc3c(ccn3C)c2)CC1	-4
CCN(CC)c1ccc2cc(-c3nc4sc5c(c4c(=O)[nH]3)CCC(C(C)(C)C)C5)c(=O)oc2c1 (stereo not given)	-6
CCC(=O)Nc1ccc(N(CC)CC)cc1C	0
C=C(C)CN(CC)c1nc(CN2CCN(C(C)=O)CC2)nc2ccccc12	8
COc1ccc2c(C)c(CCC(=O)NCc3cccc(Cl)c3)c(=O)oc2c1	3
C=CCNS(=O)(=O)Cc1c(F)cccc1Cl	-4
O=C(NCc1ccc(Cl)cc1Cl)c1ccc(N2CCOCC2)cc1	8
SMILES	RBX1-CUL1 inh
Cc1cc(C(=O)NCCc2ccc(S(N)(=O)=O)cc2)no1	10
Cc1ccc(Cl)cc1N1CCN(C(=O)c2ccc(CS(=O)(=O)c3ccccc3C)o2)CC1	4
CCOc1ccc(CCCN=C(N)N)cc1Cl	2
CCN(CC)c1cc(C)c2cc(NC(=O)c3cccc(OC)c3)ccc2n1	-11
Cc1noc(-c2ccc(N3CCc4[nH]nc(-c5ccccc5)c4C3)nc2)n1	-3
Cc1ccc(CNC(=O)CCCCCn2c(=O)c3sccc3n(CC(=O)Nc3ccc(C)c(F)c3)c2=O)cc1	1
COC(=O)[C@@H]1CCCN1C1CCN(c2ccc(CC(=O)NCCc3ccccc3OC)cc2)CC1	-1
Cc1cccc(-n2ncc(C(=O)N3CCN(c4ccc(Cl)cc4)CC3)c2C2CCN(C(=O)OC(C)(C)C)CC2)c1	1
O=C(NCC1(c2ccccc2)CCOCC1)c1ccc(Br)o1	3
N#CC1=C(c2ccccc2)CC(c2ccc(Cl)cc2)=NC1=O	4
CCOC(=O)c1cnc(SC)nc1Nc1ccc(CCO)cc1	-3
COC(=O)C(Cc1c[nH]c2ccccc12)NC(=O)c1ccc(OC)cc1 (stereo not given)	-7
COc1ccc(NC(=O)c2cccc(NC(=O)Cc3cccc4ccccc34)c2)cc1	-2
Cc1nnc2sc(C(C)c3ccc(-c4ccccc4)c(F)c3)nn12 (stereo not given)	-5
COc1ccc(C)cc1NS(=O)(=O)c1ccc(OC)c(Cl)c1Cl	14
c1ccc(-c2cn3nc(-c4ccccc4)c(-c4ccccc4)nc3n2)cc1	5
COc1ccc(C)cc1NC(=O)CCS(=O)(=O)c1cc2c3c(c1)CCN3C(=O)CC2	2
CCN(Cc1ccccc1)C(=O)Cn1nnnc1CN1CCCC1	6
O=C1CN(C(=O)c2c(F)cccc2Cl)C(c2ccc(F)cc2)c2cc(Br)ccc2N1 (stereo not given)	-2
CC(NC(=O)c1cccc(Nc2nc3ccccc3n3nnnc23)c1)c1ccccc1 (stereo not given)	-3
CCc1ccc(NC(=O)C2=CC(c3ccc4c(c3)OCO4)=NS(=O)(=O)N2C)cc1	1
O=C(NCCc1nc2ccccc2n1Cc1ccc(F)cc1)c1ccco1	-5
CCc1cc(S(=O)(=O)N2CCCCCC2)ccc1OC	-1
O=C(NCCNC1NS(=O)(=O)C2CCCCC12)c1ccncc1 (stereo not given)	5
O=C(CCCCCn1c(=O)c2sccc2n(Cc2ccccc2Cl)c1=O)NCc1ccc2c(c1)OCO2	5
SMILES	RBX1-CUL1 inh
CC(C)C(NC(=O)c1ccccc1)C(=O)OCC(=O)c1ccc(Cl)cc1 (stereo not given)	0
O=C1OC(OC(=O)c2ccccc2)C(Br)=C1Br (stereo not given)	2
CC1CCCN(C2=C(Cl)C(=O)N(c3ccc(Cl)c(Cl)c3)C2=O)C1 (stereo not given)	9
CC(C)(CO)CN1CCCC(C(=O)Nc2ccccc2Oc2cccnc2)C1 (stereo not given)	0
CC(=O)C1=C(C)OC(=N)C(C#N)C1c1cccnc1 (stereo not given)	-6
CC(=O)c1cccc(NC(=O)CCn2nc(C)c(S(=O)(=O)N3CCCCC3)c2C)c1	-4
CCc1sc(NC(=O)Cc2ccc(OC)cc2)nc1-c1ccccc1	5
Cc1nc(-c2c(C)ncc3c2CCN(C(=O)C2CCCNCC2)C3)no1 (stereo not given)	12
Cc1ccc(-c2ccc(C3C4=C(CCCC4=O)OC(=N)C3C#N)o2)cc1 (stereo not given)	4
COc1ccc(OC)c(NC(=O)c2ccc(Br)cc2)c1	-3
COc1ccccc1C(=O)N1CCOc2c(cc(-c3nc4ccccc4s3)cc2OC2CCOC2)C1 (stereo not given)	8
O=C1NC(=O)N(c2cccc3ccccc23)C(=O)C1C(c1ccncc1)C1C(=O)NC(=O)N(c2cccc3ccccc23)C1=O (stereo not given)	7
Cc1ccc(N2CCN(C(=O)c3cn(C)c4ccc(S(=O)(=O)N5CCCC5)cc4c3=O)CC2C)cc1 (stereo not given)	7
Cc1sc2nc(SCC(=O)NCCO)nc(N)c2c1C	9
CCC(C)NS(=O)(=O)c1ccc(C)c([N+](=O)[O-])c1 (stereo not given)	-11
Cc1cc(-c2ccc(C)c(S(=O)(=O)NCc3cccs3)c2)on1	10
O=c1cc(C2CCNCC2)nc(Cc2cccc(Cl)c2)[nH]1	-1
CC(C)CCNC(=O)c1ccc(F)cc1	5
COc1ccc(CNC(=O)CCCn2nc(C)c3c(C)n(-c4ccccc4)nc3c2=O)cc1	-9
COC(=O)c1nn2c(=O)[nH]nc(-c3ccccc3)c2c1C(=O)OC	2
CCC(=O)Oc1cc(/C=C2/N=C(c3cccc(Cl)c3)OC2=O)ccc1OC	3
COc1ccc(/C=C\c2onc(C)c2S(=O)(=O)N2CCC(C(=O)Nc3cccc(OC)c3)CC2)cc1	1
CC(C)c1ccc(NC2CCCN(C(=O)c3ccnn3C)C2)cc1 (stereo not given)	9
CCc1ccc(N=c2ssc3c2-c2cc(C)ccc2NC3(C)C)cc1	9
CCCCCN1C(C(=O)c2ccccc2)C(=NC(=O)c2ccccc2Cl)c2ccccc2S1(=O)=O (stereo not given)	5
SMILES	RBX1-CUL1 inh
CCn1c(Sc2c(-c3ccccc3)c3ccc(Cl)cc3[nH]c2=O)nnc1-c1ccccc1	7
CCOC(=O)N1CCc2cc(OC)c(OC)cc2/C1=C/c1cc(OC)c(OC)cc1Br	-1
CC(C)c1cc(C(=O)NCCCN2CCOCC2)cs1	10
CCc1ccc(NC(=O)c2nn3c(c2Br)NC(c2ccccc2)CC3C(F)(F)F)cc1 (stereo not given)	-5
CCOC(=O)c1ccc(-n2c(CN3C(=O)c4ccccc4C3=O)nc3ccccc3c2=O)cc1	-8
CC(C)(C)OC(=O)N1CCC(c2c(C(=O)N3CCN(c4ncccn4)CC3)cnn2-c2ccccc2)CC1	-5
COc1cc(CN(C(=O)c2ccccc2C(F)(F)F)[C@H]2CCCCNC2=O)cc(OC)c1OCCc1ccsc1	6
CCS(=O)(=O)N1CCC(C(=O)Nc2c(C)cccc2C)CC1	-5
Cc1nn(C(C)(C)C)c(OC(=O)c2cccc(F)c2)c1Sc1ccccc1	5
CCCCNc1nc2c(-c3cccc(C)c3)nnn2c2ccccc12	1
Cc1c(C)n(CC(O)CNc2ccc(I)cc2)c2ccccc12 (stereo not given)	-2
CN(C)Cc1ccc(F)cc1Sc1ccc(F)c(F)c1	8
O=C(Nc1ccc(Cc2ccncc2)cc1)c1ccc([N+](=O)[O-])o1	9
COc1ccc(Cl)cc1NC(=O)CN(c1cc(C)cc(C)c1)S(=O)(=O)c1c(C)n[nH]c1C	2
Cc1ccc(-n2nnnc2-c2cnc3cc4c(cc3c2C)OCO4)cc1	5
CCOC(=O)c1c(-c2ccc(C)c(C)c2)csc1NC(=O)CC(C)C	2
O[C@@H]1CN(C/C=C/c2ccccc2)CC[C@H]1N1CCCCCC1	7
Cc1cccn2c(=O)c3cc(C(=O)NCCN4CCOCC4)c(=N)n(Cc4ccncc4)c3nc12	9
CC1Oc2ccccc2N(C(C)C(=O)O)C1=O (stereo not given)	-4
Cn1c(Cc2ccccc2)nnc1SCC(=O)NCCc1ccccc1	-3
CC(=O)NC(Nc1ccc(Br)cn1)(C(F)(F)F)C(F)(F)F	-6
Cc1ccc(SCCC(=O)N2CCC(C)CC2)cc1	11
O=C1NC(=O)/C(=C\c2ccccn2)S1	10
COc1ccc(N2CCN(C(CNC(=O)c3cccc(OC)c3)c3cccnc3)CC2)cc1 (stereo not given)	-1

For convenience, 17 of the compounds above:
SMILES	RBX1-CUL1 inh
CCS(=O)(=O)N1CCC(C(=O)Nc2c(C)cccc2C)CC1	-5
Cc1nn(C(C)(C)C)c(OC(=O)c2cccc(F)c2)c1Sc1ccccc1	5
CCCCNc1nc2c(-c3cccc(C)c3)nnn2c2ccccc12	1
Cc1c(C)n(CC(O)CNc2ccc(I)cc2)c2ccccc12 (stereo not given)	-2
CN(C)Cc1ccc(F)cc1Sc1ccc(F)c(F)c1	8
O=C(Nc1ccc(Cc2ccncc2)cc1)c1ccc([N+](=O)[O-])o1	9
COc1ccc(Cl)cc1NC(=O)CN(c1cc(C)cc(C)c1)S(=O)(=O)c1c(C)n[nH]c1C	2
Cc1ccc(-n2nnnc2-c2cnc3cc4c(cc3c2C)OCO4)cc1	5
CCOC(=O)c1c(-c2ccc(C)c(C)c2)csc1NC(=O)CC(C)C	2
O[C@@H]1CN(C/C=C/c2ccccc2)CC[C@H]1N1CCCCCC1	7
Cc1cccn2c(=O)c3cc(C(=O)NCCN4CCOCC4)c(=N)n(Cc4ccncc4)c3nc12	9
CC1Oc2ccccc2N(C(C)C(=O)O)C1=O (stereo not given)	-4
Cn1c(Cc2ccccc2)nnc1SCC(=O)NCCc1ccccc1	-3
CC(=O)NC(Nc1ccc(Br)cn1)(C(F)(F)F)C(F)(F)F	-6
Cc1ccc(SCCC(=O)N2CCC(C)CC2)cc1	11
O=C1NC(=O)/C(=C\c2ccccn2)S1	10
COc1ccc(N2CCN(C(CNC(=O)c3cccc(OC)c3)c3cccnc3)CC2)cc1 (stereo not given)	-1

From PubChem BioAssay

Not all compounds are listed (hit frequency here may not be typical).
